eLon inh – E. coli protease La inhibition | P0A9M0 | purified E. coli Lon protease, fluorescence polarization | inhibition, % at 7.94 µM | 360,000 tested, 0.42% active | AID 602123; in the data active = inhibition above about 13%, passing the limit was not always enough;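 also: 0% = enzyme with probe and DMSO and 100% = no enzyme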
Scp-1 inhibitor – inhibitors of human Scp-1 phosphatase; 340,000 tested, 0.88% active; Q9GZU7; inhibition, % at 20 µM; Recombinant Scp1, phosphopeptide, malachite green phosphate absorbance;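 active = inhibition above about 50% at 20 µM, limit read from the data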;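 also: plate controls were DMSO wells with enzyme for no effect and wells lacking enzyme for full effect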
Target sequence (Q9GZU7 76-261 limits assumed): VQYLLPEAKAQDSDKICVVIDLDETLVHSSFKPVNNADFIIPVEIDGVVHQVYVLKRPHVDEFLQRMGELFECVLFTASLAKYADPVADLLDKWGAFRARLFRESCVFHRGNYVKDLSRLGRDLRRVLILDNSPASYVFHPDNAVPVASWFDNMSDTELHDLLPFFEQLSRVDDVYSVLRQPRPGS
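Test system: SCP-1 phosphatase catalytic domain, residues 76-261; measured by: colorimetric phosphate reagent with accelerator and stabiliser, absorbance at 630 nm; timing: enzyme reaction 45 min at room temperature, colour 5 min, stabilisation 30 min; also added: Phosphorylated 17-residue peptide substrate; compound dosing: one concentration, 20 µM, with 1.0% DMSO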
LMPTP inh – LMPTP (human) inhibition; AID 651560; recombinant LMPTP-A, OMFP fluorogenic substrate, fluorescence intensity; inhibition, % at 20 µM; P24666; 360,000 tested, 0.22% active;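 active = compounds that cut the enzyme signal by at least half of the control window in the single-dose screen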;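 also: plate controls were DMSO wells with enzyme plus substrate for no effect and substrate without enzyme for full effect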
Target sequence (P24666 whole entry, looked up): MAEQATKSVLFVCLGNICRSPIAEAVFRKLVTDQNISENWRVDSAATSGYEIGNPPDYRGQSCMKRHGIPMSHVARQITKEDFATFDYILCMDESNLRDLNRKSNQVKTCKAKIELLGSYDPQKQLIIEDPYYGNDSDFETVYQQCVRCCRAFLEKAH
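Test system: LMPTP-A phosphatase enzyme; input: 0.625 nM LMPTP-A final; reagent: OMFP substrate, 400 µM final; compound dosing: 20 µM single dose, 3% DMSO; incubation: 50 min dark incubation at room temperature; measured by: endpoint fluorescence intensity from OMFP dephosphorylation; measure: % inhibition relative to no-enzyme and uninhibited control wells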
SUMO1 PPI mod – modulators of human SUMO1-mediated protein-protein interactions; P63165; inhibition, % at 20 µM; 360,000 tested, 0.33% active; SUMO1 binding to a labelled peptide, TR-FRET, 1 h; AID 602429; in the data active = inhibition above about 37%
Target sequence (P63165 whole entry, looked up): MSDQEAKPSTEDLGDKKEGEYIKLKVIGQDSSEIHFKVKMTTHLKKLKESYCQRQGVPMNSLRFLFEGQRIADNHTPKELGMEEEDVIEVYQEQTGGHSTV
bovine MsrA act – bovine methionine sulfoxide reductase A activation. purified bovine MsrA, absorbance read-out. activation, % at 10.6 µM. 360,000 tested, 0.3% active. AID 602163; in the data active = activation above about 7.5%;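 also: 0% = vehicle and 100% = reference activator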
TbMetRS inhib – blocks T. brucei methionyl-tRNA synthetase activity | purified T. brucei MetRS, ATP depletion, Kinase-Glo luminescence | inhibition, % at 11.9 µM | 360,000 tested, 0.4% active | AID 624268;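 active = inhibition above a per-plate cutoff of the control wells' mean inhibition plus 3 SD, cut at about 5.5% in these data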;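 also: 0% = DMSO wells median and 100% = median of wells with control inhibitor compound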
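Material – parasite MetRS enzyme · Medium – HEPES-MgCl2-KCl buffer plus DTT, spermine, BSA, pyrophosphatase · Reagent – ATP, methionine and E. coli bulk tRNA substrates · Times – 15 min enzyme-compound preincubation, 2 h reaction, 10 min detection, 25 °C · Measured by – luminescence of leftover ATP · Evaluation – percent inhibition relative to median high and low control wells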
MsrA inh – inhibitors of bovine MsrA. 360,000 tested, 0.75% active. inhibition, % at 15.5 µM. AID 651718. purified bovine MsrA, absorbance read-out; in the data active = inhibition above about 4.5%;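 also: 0% = vehicle wells with enzyme and 100% = reference inhibitor wells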
DNMT1 block – blocks human DNA methyltransferase DNMT1; inhibition (reported as % activation of signal), % at 10 µM; 360,000 tested, 0.83% active; P26358; DNMT1 molecular beacon, Hinp1I cleavage, fluorescence; in the data active = inhibition above about 50%
CendR NRP1 mod – NRP-1/CendR interaction modulation; O14786; FAM-RPARPAR peptide binding to NRP-1, fluorescence polarization; inhibition, % at 25 µM; 360,000 tested, 0.85% active;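 active = inhibition or corrected inhibition above about 18%, plus a signal ratio from 0.5 to 1.5, limit read from the data, passing the limit was not always enough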; also: strong numbers were not always called active
STEP block – inhibitors of human striatal-enriched phosphatase STEP | P54829 | inhibition, % at 20 µM | 360,000 tested, 0.25% active | recombinant STEP, OMFP fluorogenic substrate, fluorescence;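 active = inhibition at 20 µM, scaled per plate between control wells, above about 37%, limit read from the data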;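 also: 0% = DMSO with enzyme and substrate and 100% = substrate only without enzyme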
Target sequence (P54829 whole entry, looked up): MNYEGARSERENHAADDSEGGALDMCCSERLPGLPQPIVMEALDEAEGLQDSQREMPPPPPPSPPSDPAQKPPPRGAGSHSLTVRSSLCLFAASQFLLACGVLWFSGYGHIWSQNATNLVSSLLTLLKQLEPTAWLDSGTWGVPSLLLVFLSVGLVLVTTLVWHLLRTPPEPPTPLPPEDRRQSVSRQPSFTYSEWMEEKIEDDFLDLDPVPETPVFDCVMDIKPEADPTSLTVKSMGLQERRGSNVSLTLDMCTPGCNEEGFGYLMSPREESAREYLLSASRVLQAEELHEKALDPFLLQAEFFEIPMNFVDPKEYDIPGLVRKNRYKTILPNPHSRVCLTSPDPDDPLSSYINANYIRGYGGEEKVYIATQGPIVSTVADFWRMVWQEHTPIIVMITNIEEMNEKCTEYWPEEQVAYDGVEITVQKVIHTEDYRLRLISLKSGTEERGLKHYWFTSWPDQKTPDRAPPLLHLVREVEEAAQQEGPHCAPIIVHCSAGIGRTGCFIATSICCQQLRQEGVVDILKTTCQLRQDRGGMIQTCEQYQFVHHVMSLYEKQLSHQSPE
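Also added – OMFP at 25 µM · Test system – STEP tyrosine phosphatase · Technique – FITC-channel fluorescence of OMFP product · Schedule – 20 min at room temperature, dark · Evaluation – control-normalized % inhibition with plate pattern correction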
An asterisk follows results filed as active; / = not tested or not shown.

SMILES | eLon inh | Scp-1 inhibitor | LMPTP inh | SUMO1 PPI mod | bovine MsrA act | TbMetRS inhib | MsrA inh | DNMT1 block | CendR NRP1 mod | STEP block
O=C(c1ccco1)N1CCN(C(=O)C2CCN(S(=O)(=O)c3cccc4nsnc34)CC2)CC1 | -3.8 | 0.7 | 0.1 | 15.7 | -12.0 | -1.6 | 1.4 | 5.6 | -5.0 | -5.9
COc1ccc(CNC(=O)COC(=O)c2cccnc2Nc2cccc(C(F)(F)F)c2)cc1 | 2.6 | -6.7 | 2.0 | 2.3 | -3.6 | -0.1 | -0.5 | -1.7 | 6.3 | 2.7
CC1CCN(c2ccc(C(=O)NCc3ccco3)cc2[N+](=O)[O-])CC1 | 1.2 | 9.2 | 1.1 | -24.4 | -10.3 | -0.5 | -1.0 | -4.9 | -5.0 | 1.2
O=C(Nc1cnc2ccccc2c1)c1ccncc1 | 6.2 | -12.9 | -0.1 | -9.3 | 0.2 | 0.4 | -0.1 | 1.1 | -11.0 | -2.1
Cc1ccc(NC(=S)NC(=O)C2CCCC2)c(Br)c1 | -0.9 | -10.0 | 2.0 | 2.5 | -3.8 | -0.4 | 0.2 | 0.6 | 3.7 | -1.8
COc1ccccc1N1CCN(C(=O)c2c(C)noc2C)CC1 | 3.3 | -6.2 | -2.3 | -0.8 | -2.0 | 0.8 | -0.9 | 1.4 | 3.2 | -0.3
COc1ccc(CCNC(=O)CSc2nnc(-c3ccccc3)o2)cc1OC | -11.0 | -2.2 | -0.8 | -1.3 | -11.9 | -1.7 | -0.3 | 1.1 | 7.9 | -1.4
O=C(COC(=O)c1ccccc1O)NC(=O)c1ccc(OC(F)F)cc1 | 6.5 | -4.8 | -0.6 | -1.4 | -0.9 | -0.2 | 1.6 | 3.4 | 11.9 | 0.2
CCOCCCNC(=O)c1ccc(CS(=O)(=O)Cc2ccccc2F)o1 | 0.4 | -1.5 | -1.3 | -5.1 | -1.4 | -0.8 | 0.0 | 4.3 | 0.5 | 4.6
CCc1ccccc1NC(=O)c1cc(-c2ccc(F)cc2)on1 | 2.6 | 3.1 | -1.7 | -1.8 | -2.4 | -0.7 | -0.3 | 6.1 | -3.7 | -0.4
CC(=O)Nc1ccc2nc(CN3CCN(Cc4ccc(F)cc4)C(CCO)C3)ccc2c1 (stereo not drawn) | -2.3 | -9.0 | -1.3 | -11.3 | -6.0 | 0.3 | -0.5 | -0.6 | -17.7 | -1.0
O=C(NC1CCSc2ccccc21)c1ccc(F)cc1 (stereo not drawn) | -9.8 | -8.3 | 1.5 | 2.4 | -2.2 | -0.8 | -0.1 | -1.0 | 1.5 | -2.5
O=S(=O)(CCS(=O)(=O)c1ccccc1)c1ccccc1 | -6.1 | -9.5 | -0.6 | 4.4 | 2.1 | -0.3 | 0.0 | -0.9 | 2.3 | 1.0
N/C(=N\OC(=O)c1ccc(Cl)cc1)c1ccccn1 | 0.4 | -2.2 | 0.4 | -12.4 | -2.0 | -2.6 | -1.4 | -2.9 | 19.8* | -0.6
COc1ccc(S(N)(=O)=O)cc1C(=O)OCC(=O)N1CCCC(C)C1 (stereo not drawn) | -6.2 | -8.6 | -2.3 | -0.4 | 2.0 | -0.2 | 0.2 | 4.0 | 11.0 | -5.0
CCOC(=O)N1CCN(S(=O)(=O)c2ccc(C(=O)Nc3nc4c(s3)CC(C)CC4)cc2)CC1 (stereo not drawn) | 0.1 | -10.8 | -1.8 | -0.1 | 0.3 | 0.1 | 1.2 | 25.3 | 1.1 | 1.0
CCc1cc(C)cc(OCCOc2ccccc2/C=N/NC(C)=O)c1 | 5.0 | -7.5 | -0.1 | -1.5 | -3.2 | -0.1 | -0.4 | -1.8 | -0.1 | 1.8
CC1(C)CC(=O)C2=C(C1)N(Cc1ccc(F)cc1)C(=O)C2(NC(=O)c1cccnc1)C(F)(F)F (stereo not drawn) | -7.3 | -6.8 | -1.7 | 4.4 | -1.6 | -0.7 | 0.9 | 0.9 | -6.3 | 1.3
CC1(c2ccccc2Cl)NC(=O)N(CC(=O)Nc2ccccc2OC(F)F)C1=O (stereo not drawn) | -2.5 | -4.7 | -0.1 | 10.1 | -1.6 | -0.2 | 1.8 | 0.3 | -24.4 | 0.3
CCN(CC)CCOc1ccc(C=NNc2nc3c([nH]2)c(=O)n(C)c(=O)n3C)cc1 | -12.1 | 3.3 | 0.7 | -9.9 | -10.0 | -0.5 | 3.3 | -4.7 | -3.9 | -1.8
CCOC(=O)N1CCN(CC(O)c2ccccc2)CC1 (stereo not drawn) | 2.2 | -5.6 | -1.6 | -4.1 | -1.6 | -0.1 | -0.2 | -0.1 | -16.5 | 0.1
O=C(COc1ccc(C2SCCS2)cc1)Nc1ccc(Cl)cc1 | 5.6 | 27.4 | 1.0 | -3.8 | -2.5 | 0.2 | 1.2 | -1.6 | -9.3 | 0.2
CCc1c(O)nc(SCC(=O)Nc2ccccc2C)n(-c2ccc(C)cc2)c1=O | -15.8 | -5.2 | -1.2 | 2.8 | -3.6 | 0.3 | 0.6 | -0.2 | -4.2 | -3.0
Cc1c(OCC(=O)N2C[C@H]3C[C@@H](C2)c2cccc(=O)n2C3)ccc2c3c(c(=O)oc12)CCCC3 | 11.0 | 14.9 | 0.4 | 5.6 | -4.4 | -1.7 | 2.4 | -1.6 | 3.4 | -3.1
CC(C)c1ccc(S(=O)(=O)N2CCC(C(=O)NCc3ccco3)CC2)cc1 | 5.5 | -3.9 | -0.6 | 4.5 | -5.5 | -0.5 | 0.7 | -1.4 | -4.1 | 3.5

(list continues)
SMILES | eLon inh | Scp-1 inhibitor | LMPTP inh | SUMO1 PPI mod | bovine MsrA act | TbMetRS inhib | MsrA inh | DNMT1 block | CendR NRP1 mod | STEP block
c1csc(C2CCCN2c2nc3nonc3nc2NC2CC2)n1 (stereo not drawn) | -1.9 | -5.2 | -1.1 | -0.5 | -4.5 | -0.3 | 5.7* | 0.2 | -1.6 | -3.9
CCCc1nc2ccc(Cl)cn2c1Cc1ccccc1OC | -0.2 | / | 0.7 | 5.1 | -1.1 | 0.1 | 1.3 | 1.2 | -20.6 | -1.3
Cc1c(NC2=NC(C)(C)Cc3ccccc32)c(=O)n(-c2ccccc2)n1C | -0.2 | 12.9 | -0.9 | 0.8 | -1.2 | -0.9 | 1.6 | 4.1 | -10.5 | -1.9
Cc1cc(C)cc(N(CC(=O)NCc2ccccc2Cl)S(=O)(=O)c2c(C)[nH]c(=O)[nH]c2=O)c1 | -10.6 | -6.2 | 0.8 | 4.8 | 2.8 | 0.1 | 0.3 | 2.3 | -1.6 | -1.2
Cc1ccc(S(=O)(=O)N2CCc3ccccc3C2)cc1 | -2.9 | -8.7 | 1.4 | 2.8 | -7.0 | -1.0 | -0.4 | 1.7 | -0.9 | 3.3
COc1ccccc1OCCNC(=O)c1cccs1 | -2.0 | -4.8 | -2.1 | -0.5 | -7.0 | -1.4 | -1.1 | 2.4 | 12.0 | 6.2
O=C(CSc1nc(O)cc(=O)n1-c1ccccc1)Nc1ccc2c3c(cccc13)CC2 | -3.6 | -5.1 | 0.7 | 1.1 | -16.0 | -0.9 | 2.7 | 8.4 | 8.5 | 2.6
COc1ccc(CN(C)C(=O)c2ccc(OCC(=O)N3CCOCC3)c(OC)c2)cc1 | -1.6 | -4.6 | -1.1 | 3.5 | -1.8 | 0.0 | -0.3 | 4.7 | 13.9 | -1.6
COc1cc([N+](=O)[O-])ccc1NC(=O)C[n+]1cccc(C(C)=O)c1 | -4.2 | -11.3 | 0.0 | -21.6 | -2.9 | -0.1 | 1.6 | -2.2 | 0.8 | -0.5
CCOc1cc(NS(=O)(=O)c2ccc(OC)cc2)c(OCC)cc1NC(=O)c1ccco1 | 6.0 | -9.7 | 1.9 | 2.4 | -2.4 | -0.7 | -0.4 | -16.7 | 9.8 | -1.0
Cc1cccc(NC(=O)CSc2nc3c([nH]c4ccccc43)c(=O)n2C)c1 | 5.1 | 1.2 | 1.3 | 4.3 | -1.4 | 0.3 | -0.9 | 47.0 | 2.1 | 1.2
O=C(Nc1ccc(N2CCOCC2)c([N+](=O)[O-])c1)c1ccco1 | -0.1 | -1.9 | 2.5 | -21.2 | -12.7 | -1.4 | 0.2 | 2.7 | -3.3 | 0.6
CCOc1cccc(-c2nnc3n2N=C(c2cc(OC)ccc2OC)CS3)c1 | -4.2 | 6.0 | 1.6 | 1.4 | 0.4 | -0.2 | 1.5 | -6.9 | -9.1 | -1.7
CCCCCCn1c(SCC(=O)Nc2cc(C)on2)nc2ccccc2c1=O | 1.7 | -4.3 | -2.0 | 5.5 | -8.0 | -0.5 | -0.7 | 43.4 | -8.7 | -3.6
CCOC(=O)C1CCCN(c2c(NCCN3CCCCC3C)c(=O)c2=O)C1 (stereo not drawn) | -2.2 | -12.9 | -3.9 | -1.1 | -2.4 | -0.3 | 0.2 | 3.8 | 1.5 | 1.1
CCC1CCCCN1CCCNC(=O)Cn1ncc2c([nH]c3ccc(C)cc32)c1=O (stereo not drawn) | 0.1 | -3.5 | 9.2 | -8.2 | -0.7 | -0.5 | / | 3.2 | -14.7 | 0.9
Cc1cccc(NC(=O)c2cc(-c3cc(C)ccc3O)n[nH]2)c1 | 0.3 | -21.8 | -0.5 | -0.3 | -12.6 | -1.8 | 0.0 | 4.7 | 9.4 | -2.6
O=C(O)C1CCC(NSc2ccccc2[N+](=O)[O-])CC1 (stereo not drawn) | 7.5 | -4.1 | -0.4 | -11.4 | -6.7 | -0.7 | 1.1 | -2.5 | 9.5 | 4.3
O=C(c1nc(-c2ccccc2)n(-c2ccccc2)n1)N1CCN(S(=O)(=O)c2ccccc2)CC1 | -7.0 | 1.6 | 0.8 | -1.3 | -9.9 | -1.3 | -1.6 | 1.9 | -6.7 | 1.0

3 of the compounds above, as labelled records:
> CCOC(=O)N1CCN(CC(O)c2ccccc2)CC1 (stereo not drawn)
  eLon inh = 2.2 | Scp-1 inhibitor = -5.6 | LMPTP inh = -1.6 | SUMO1 PPI mod = -4.1 | bovine MsrA act = -1.6 | TbMetRS inhib = -0.1 | MsrA inh = -0.2 | DNMT1 block = -0.1 | CendR NRP1 mod = -16.5 | STEP block = 0.1

> O=C(COc1ccc(C2SCCS2)cc1)Nc1ccc(Cl)cc1
  eLon inh = 5.6 | Scp-1 inhibitor = 27.4 | LMPTP inh = 1.0 | SUMO1 PPI mod = -3.8 | bovine MsrA act = -2.5 | TbMetRS inhib = 0.2 | MsrA inh = 1.2 | DNMT1 block = -1.6 | CendR NRP1 mod = -9.3 | STEP block = 0.2

> CCc1c(O)nc(SCC(=O)Nc2ccccc2C)n(-c2ccc(C)cc2)c1=O
  eLon inh = -15.8 | Scp-1 inhibitor = -5.2 | LMPTP inh = -1.2 | SUMO1 PPI mod = 2.8 | bovine MsrA act = -3.6 | TbMetRS inhib = 0.3 | MsrA inh = 0.6 | DNMT1 block = -0.2 | CendR NRP1 mod = -4.2 | STEP block = -3.0
